TAAR1 ag – agonists of human TAAR1; CHO RD-HGA16 TAAR1, Fluo-8 calcium fluorescence; vehicle wells 0%, saturating PEA agonist 100%; activation, % at 3 µM; 0.99% of 360,000 active; AID 624467;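 active means activation above the mean activation of all test compounds in the run plus 3 SD, cut at about 38% in these data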
Target sequence (Q96RJ0 whole entry, looked up): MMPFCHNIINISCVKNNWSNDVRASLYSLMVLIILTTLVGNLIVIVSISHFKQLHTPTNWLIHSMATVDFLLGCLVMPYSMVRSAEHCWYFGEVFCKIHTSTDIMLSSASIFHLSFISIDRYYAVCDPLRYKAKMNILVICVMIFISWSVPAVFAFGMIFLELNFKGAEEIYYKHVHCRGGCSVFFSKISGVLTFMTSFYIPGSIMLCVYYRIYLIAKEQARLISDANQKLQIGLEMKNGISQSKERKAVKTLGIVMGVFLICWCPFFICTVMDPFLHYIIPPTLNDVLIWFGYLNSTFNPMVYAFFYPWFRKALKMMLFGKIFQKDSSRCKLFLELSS
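Assay system – CHO-derived RD-HGA16 cells with stable Gα16 and human TAAR1 · Compound dosing – one-point dosing at 3 µM (nominal) · Incubation – 17-24 h seeding, 75 min 37 °C dye, 30 min RT · Measured by – kinetic Fluo-8 calcium fluorescence · Control set – DMSO vehicle as 0%, PEA at EC100 as 100% · Repeats – single well for each compound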
TAAR1 antagonist – antagonists of human TAAR1. Q96RJ0. CHO RD-HGA16 TAAR1, Fluo-8 calcium fluorescence, antagonist. inhibition, % at 3 µM. 1.5% of 360,000 active. AID 624466;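 active means inhibition above a per-plate cutoff, the mean inhibition of test compounds on that plate plus 3 SD, cut at about 49% in these data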;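 further: 0% = DMSO plus EC80 beta-PEA response and 100% = DMSO alone without agonist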
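Test system – hTAAR1-expressing CHO RD-HGA16 cells, Gα16-coupled · Also added – β-PEA at EC80 concentration, post-compound challenge · Compound – 3 µM, single point · Incubation – dye loading 75 min at 37 °C, then 30 min room temperature · Measured by – Fluo-8 intracellular calcium dye fluorescence, real-time kinetic reads · Benchmarks – vehicle and agonist controls · Replicates – singlicate, one well per test compound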
Starred values were filed as active, the others as inactive.

SMILES | TAAR1 ag | TAAR1 antagonist
Cc1ccc(S(=O)(=O)N2C3CCCCC3O[C@H]2CC(=O)c2ccc(F)cc2)cc1 (stereo partly drawn) | 1 | -18
COC(=O)[C@]12C[C@H](CC(=O)N3CCOCC3)C(=O)N(Cc3ccccc3)C1=C[C@H](C1CCCC1)O[C@@H]2C | 1 | -4
COc1ccc(C(C(=O)Nc2c(C)cccc2C)N2CCN(c3ccc(C)cc3)CC2)cc1 (stereo not drawn) | 6 | -16
Cc1cccc(C)c1N1C(=O)c2ccccc2NC(=O)C1C(=O)NCCc1ccccc1 (stereo not drawn) | 1 | -13
O=[N+]([O-])c1ccc2c(c1)CO[C@]21O[C@H](CCO)C[C@H](O)[C@H]1O | 3 | 3
CCCCc1c(-c2ccccc2OC)ncn1Cc1c(Cl)cccc1Cl | 4 | 6
COC(=O)C1=C(C)N(CC(C)C)C(=S)NC1c1ccc(-c2ccccc2)cc1 (stereo not drawn) | 1 | -27
COCCCNC(=O)C[C@@H]1C[C@@]2(C(=O)OC)CCCCC=C2N(CCc2ccc(OC)c(OC)c2)C1=O | 5 | -28
CCn1c(SCC(=O)Nc2cc(C)on2)nc2sc(C)c(C)c2c1=O | 12 | -12
CC(C)[C@H](NC(=O)N1CCOCC1)C(=O)N1CCC[C@H]1C(=O)NCc1ccccc1 | 0 | 13
COc1ccc(NC(=O)C(c2ccccc2)n2c(=O)c(-c3cc4ccccc4[nH]3)nc3ccccc32)cc1 (stereo not drawn) | 0 | 9
COCC(=O)N[C@H]1C=C[C@@H](CC(=O)NCc2ccccc2OC)O[C@@H]1CO | 1 | 0
CCCCCCCCN1C(=O)[C@@H](CC(=O)N2CCSCC2)C[C@@]2(C(=O)OC)C1=C[C@H](C1CCCC1)O[C@@H]2C | 0 | -30
C#CCNC(=O)C[C@@H]1C[C@@]2(C(=O)OCC)CCCC=C2N(Cc2ccccc2)C1=O | 2 | -10
C=CCN1C(C(=O)OCC)CSCCS1(=O)=O (stereo not drawn) | 3 | 6
COc1ccc(CNS(=O)(=O)c2cc(Cl)ccc2N2CC[C@@H](O)C2)cc1 | 7 | 16
COC(=O)[C@]12C[C@H](CC(=O)NCC34CC5CC(CC(C5)C3)C4)C(=O)N(Cc3ccccc3)C1=C[C@H](C1CCCC1)O[C@@H]2C | -2 | -22
COC(=O)C[C@H]1N(S(=O)(=O)c2ccc(C)cc2)C(C(C)C)CC1(C(=O)OC)C(=O)OC (stereo partly drawn) | 3 | -5
COc1ccc(-c2ccccc2C2Cc3nnccc3CN2C(=O)Nc2ccccc2)cc1 (stereo not drawn) | -1 | -11
COCCN1C(=O)CN(S(C)(=O)=O)CC1(C)C(=O)Nc1ccc2c(c1)OCCO2 (stereo not drawn) | 2 | -23

Shown as labelled records: part of the list above
O=[N+]([O-])c1ccc2c(c1)CO[C@]21O[C@H](CCO)C[C@H](O)[C@H]1O
  TAAR1 ag = 3	TAAR1 antagonist = 3
CCCCc1c(-c2ccccc2OC)ncn1Cc1c(Cl)cccc1Cl
  TAAR1 ag = 4	TAAR1 antagonist = 6

Compounds above that contain nitrogen in an aromatic ring (4):
SMILES | TAAR1 ag | TAAR1 antagonist
CCCCc1c(-c2ccccc2OC)ncn1Cc1c(Cl)cccc1Cl | 4 | 6
CCn1c(SCC(=O)Nc2cc(C)on2)nc2sc(C)c(C)c2c1=O | 12 | -12
COc1ccc(NC(=O)C(c2ccccc2)n2c(=O)c(-c3cc4ccccc4[nH]3)nc3ccccc32)cc1 (stereo not drawn) | 0 | 9
COc1ccc(-c2ccccc2C2Cc3nnccc3CN2C(=O)Nc2ccccc2)cc1 (stereo not drawn) | -1 | -11

New compounds follow
SMILES | TAAR1 ag | TAAR1 antagonist
COc1ccc(-c2ccc3c(n2)CCCN3S(=O)(=O)c2c(C)noc2C)cc1 | 0 | -7
O=C(Nc1c(-c2ccccc2)[nH][nH]c1=O)c1cnccn1 | 0 | 11
Cc1cc(N2CCNC[C@H]2C)ccc1N1CCN(Cc2ccccc2)[C@H](C)C1 | 8 | -4
CC(C)(C)n1nc(C2CC2)c(Br)c1NC(=O)c1ccccc1F | -2 | -16
Cc1cc2c(cc1C)-c1nnnn1C(N1CCCC1)C(=O)N2 (stereo not drawn) | 3 | -20
COC(=O)[C@]12C[C@H](CC(=O)NCc3ccccc3)C(=O)N(Cc3ccc4c(c3)OCO4)C1=C[C@H](C(C)(C)C)O[C@@H]2C | 0 | -51
CCOC(=O)/C(=C\Nc1ccc(OCc2ccccc2)cc1)NC(=O)c1ccccc1 | 2 | -4
COC(=O)c1cc2c(c3c4ccccc4n(S(=O)(=O)c4ccc(OC)cc4)c13)C(=O)N(Cc1ccc(N(C)C)cc1)C2 | -2 | -23
COc1ccccc1S(=O)(=O)N(C)C[C@H]1Oc2cc(Br)ccc2S(=O)(=O)N([C@H](C)CO)C[C@H]1C | 7 | 20
Cc1ccc(N2CCN(C(C(=O)Nc3c(C)cccc3C)c3cc4ccccc4o3)CC2)cc1 (stereo not drawn) | 3 | -10
CCCCOCC1CN(CCCC)S(=O)(=O)c2c(Oc3ccc(C(C)C)cc3)cccc2O1 (stereo not drawn) | 5 | -15
C[C@H](CO)N1C[C@H](C)[C@@H](CN(C)C(=O)Nc2cccc(F)c2)OCc2cn(nn2)CCCC1=O | 2 | -7
C[C@@H]1CN([C@H](C)CO)C(=O)c2cc(NC(=O)Nc3ccccc3)ccc2O[C@@H](C)CCCCO[C@H]1CN(C)S(C)(=O)=O | 4 | -14
CN1C(=O)C2CC(O)C(SC3CC4C(=O)N(C)C(=O)C4CC3O)CC2C1=O (stereo not drawn) | -1 | 3
COc1cc(C(=O)C(=O)N2CCN(c3ccccc3)CC2)cc(OC)c1OC | 1 | -2
O=C(c1ccccc1Cl)N1CCSCCS1(=O)=O | 6 | -1
Fc1ccc(-c2nc3c4ccccc4ccn3c2Cc2cccc(F)c2)cc1 | 1 | 2
Cc1ccc(C(Nc2ccccc2)c2ccc3ccc(C)nc3c2O)c(C)c1 (stereo not drawn) | 1 | -39
CCN(CC)C(=O)c1ncn2c1C(=O)N[C@H](C)C2 | 1 | -8
C[n+]1cc2c3c(ccc2c2ccc4cc5c(cc4c21)OCO5)OCO3 | -1 | -19
CCCCCCCCN1C(=O)[C@H](CC(=O)NCc2cccc3ccccc23)C[C@@]2(C(=O)OCC)CCC=C12 | 2 | -16
Cc1ccc(S(=O)(=O)N(C)[C@H]2C[C@H]3c4[nH]c5c(-c6ccccc6)cccc5c4CCN3C(=O)[C@H]2[C@H](C)O)cc1 | 3 | 44
CCCN1C(=O)c2[nH]nc(-c3ccccc3)c2C1c1ccccc1 (stereo not drawn) | 2 | -18
Cc1cc(C)cc([C@H]2C[C@]34CN(C(=O)OC(C)(C)C)S(=O)(=O)[C@H]3C[C@H]2O4)c1 | -2 | 3
Cc1ccc(-c2nc3c(Br)cc(C)cn3c2Cc2cccc(Cl)c2)cc1 | 0 | -2
CCCn1c(SCC(=O)N2CCc3ccccc32)nnc1-c1ccncc1 | 2 | 13
O=C(NCCc1ccc(Cl)cc1)c1ccc2c(=O)[nH]c3c(C(=O)NCC4CCCO4)sc(=S)n3c2c1 (stereo not drawn) | -1 | 1
CC1(C(=O)NCc2ccccc2)CSCC(=O)N1C1CC1 (stereo not drawn) | 2 | 3
C[C@H](CO)N1C[C@H](C)[C@@H](CN(C)C(=O)NC2CCCCC2)OCc2cn(nn2)CCCC1=O | 1 | -6
C=CCN1CC(COCCCC)Oc2ccc(Cl)cc2S1(=O)=O (stereo not drawn) | 5 | 22
COc1ccc(C(=O)c2[nH]c(N)c(C(=O)c3c[nH]c4ccccc34)c2-c2ccc(OC)cc2)cc1 | 3 | -14
Cn1cc([C@]2(O)C(=O)Nc3c(F)cccc32)c2ccccc21 | 5 | 5
CC1(C(=O)NCc2ccccc2)CSCC(=O)N1C1CCN(Cc2ccccc2)CC1 (stereo not drawn) | 1 | -13
CC(=O)[C@H]1CC[C@@H](c2ccccc2)N(S(=O)(=O)c2ccc(C)cc2)C1 | -1 | 6
CC(C)(C)NC(=O)C(CCc1ccccc1)n1c(=O)c(-c2ccccc2)nc2ccccc21 (stereo not drawn) | 0 | -54
Cc1ccc(S(=O)(=O)Nc2ccccc2[N+](=O)[O-])cc1 | -2 | -15
COC(=O)[C@]12C[C@H](CC(=O)NCc3ccccc3)C(=O)N(CCC3=CCCCC3)C1=C[C@H](COCc1ccccc1)O[C@@H]2C | 0 | -11
COc1cccc(CNC(=O)[C@H]2CCCN2C(=O)[C@H]2CCCN2C(=O)OC(C)(C)C)c1 | 2 | -10
C[C@H]1COc2cc(N3CCOCC3)ccc2S(=O)(=O)N1 | 1 | 12
COCc1cc(N2CCN(C(=O)OC(C)(C)C)C[C@@H]2C)ccc1N1CC[C@H](O)C1 | 2 | 12
COc1ccc(Sc2cccc(Cl)c2)c(C(=O)O)c1 | -1 | -14
CC(C)CN1CN(S(=O)(=O)c2cccs2)c2nc3ccccc3nc21 | 8 | 5
COC(=O)C1=C(C)N(C)C(=NCc2ccc(C(F)(F)F)cc2)NC1c1ccccc1C(F)(F)F (stereo not drawn) | 34 | 37
CCc1noc2cc(-c3ccccc3)n(C)c(=O)c12 | 2 | -26
Nc1nc2c(ncn2[C@@H]2O[C@H](C(=O)N[C@H](Cc3ccccc3)C(=O)O)[C@@H](O)[C@H]2O)c(=O)[nH]1 | 0 | -3
COC(=O)C[C@@H]1CC[C@@H](NC(=O)NC2CCCC2)[C@@H](CO)O1 | 1 | -3
COC(=O)C1=C(C)N(Cc2ccccc2C(F)(F)F)C(=NCc2ccc(C(F)(F)F)cc2)NC1c1ccc(F)cc1 (stereo not drawn) | 1 | -32
CCCCc1c(-c2ccccc2OC)ncn1Cc1ccc(Br)cc1 | 2 | 27
FC(F)(F)c1ccccc1CN1CCCc2nc(-c3ccc(Br)cc3)ccc21 | -1 | -28
COC(=O)[C@@]12C[C@@H](CC(=O)N3CCCCC3)C(=O)N(Cc3ccco3)C1=CCC(C)(C)C2 | -1 | -2
CC(C)CNC(=O)C1C(=O)Nc2ccccc2C(=O)N1C(C)(C)C (stereo not drawn) | 6 | -19
CCOC(=O)N1CCN(C(C(=O)NC2CCCC2)c2ccco2)CC1 (stereo not drawn) | 3 | -13
CC(C)[C@H](NC(=O)c1ccc(Cl)c(Cl)c1)C(=O)N1CCC[C@H]1C(=O)NCCc1ccccc1Cl | 53* | 80*
COc1ccc(C2CC(=O)C(c3ccc4ccccc4c3)=CN2Cc2ccccc2)cc1 (stereo not drawn) | 0 | -40
Cc1cc(O)cc(=O)n1-c1cccc(F)c1 | 2 | -13
Nc1sc(-c2ccccc2)cc1C(=O)NCCc1ccc(Cl)cc1 | 22 | -23
CCc1c(C)nc(SCC(=O)N2CCc3ccccc32)[nH]c1=O | 2 | -14

Six compounds from above, sorted by heavy-atom count, high to low.
SMILES | TAAR1 ag | TAAR1 antagonist
COC(=O)C1=C(C)N(Cc2ccccc2C(F)(F)F)C(=NCc2ccc(C(F)(F)F)cc2)NC1c1ccc(F)cc1 (stereo not drawn) | 1 | -32
CC(C)[C@H](NC(=O)c1ccc(Cl)c(Cl)c1)C(=O)N1CCC[C@H]1C(=O)NCCc1ccccc1Cl | 53* | 80*
CCCCc1c(-c2ccccc2OC)ncn1Cc1ccc(Br)cc1 | 2 | 27
CC(C)CNC(=O)C1C(=O)Nc2ccccc2C(=O)N1C(C)(C)C (stereo not drawn) | 6 | -19
COc1ccc(Sc2cccc(Cl)c2)c(C(=O)O)c1 | -1 | -14
Cc1cc(O)cc(=O)n1-c1cccc(F)c1 | 2 | -13

A portion of the library. The share of hits here may be higher or lower than overall.
